Bfl-1 Bim block = disrupts Bim binding to human Bfl-1 | Q16548 | Bead-based flow cytometry, Bim-Bfl-1 binding inhibition | inhibition, % at 10 µM | 190,000 compounds, 0.12% hits | AID 1008;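 also: 0% = wells without compound plus tracer and 100% = blocker peptide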
RGS4-Gao reg = human RGS4-Galphao interaction regulation | 220,000 compounds, 0.33% hits | binding response (% of control), % at 10 µM | Multiplexed bead flow cytometry, RGS4-Galphao binding; actives lie on both sides | AID 1415; in the data active = binding response below about 49% or above about 150%; inactive = in between;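 also: fluorescent Galphao activated with aluminum fluoride binding bead-coupled RGS4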
Bim-Bcl-W = human Bim-Bcl-W interaction inhibition; inhibition, % at 10 µM; Q92843; 190,000 compounds, 0.02% hits; AID 952; bead-based flow cytometry, Bim peptide-Bcl-W binding;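 also: 0% = bound tracer without compound and 100% = peptide blocker; higher means less fluorescent Bim peptide bound to Bcl-W beads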
Target sequence (Q92843 whole entry, looked up): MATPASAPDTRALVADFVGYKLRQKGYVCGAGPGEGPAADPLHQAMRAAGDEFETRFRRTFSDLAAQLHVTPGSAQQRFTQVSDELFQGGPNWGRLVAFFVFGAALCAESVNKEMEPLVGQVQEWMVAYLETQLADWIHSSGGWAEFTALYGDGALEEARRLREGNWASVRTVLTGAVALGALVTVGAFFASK
Bcl-B Bim block = human Bim-Bcl-B interaction inhibition; Q9HD36; bead-based flow cytometry, Bim peptide-Bcl-B binding; inhibition, % at 10 µM; 190,000 compounds, 0.073% hits;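 also: 0% = tracer peptide without compound and 100% = reference inhibitor peptide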
Bim-Bcl-XL = disrupts Bim peptide binding to human Bcl-XL; inhibition, % at 10 µM; bead flow cytometry, fluorescence; 190,000 compounds, 0.04% hits; AID 1007
RGS7-Gao reg = regulators of human RGS7-Galphao interaction. binding response (% of control), % at 10 µM. 220,000 compounds, 0.35% hits. Multiplexed bead flow cytometry, RGS7-Galphao binding; actives lie on both sides. P09471; in the data active = binding response below about 49% or above about 150%; inconclusive = no clear call, values can overlap the other calls; inactive = in between;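 also: fluorescent Galphao held in activated GDP-AlF4 state binding bead-coupled RGS7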
RGS8-Gao = modulates binding of RGS8 to human Galphao; response (percent of control binding), % at 10 µM; P09471; AID 1423; multiplexed bead flow cytometry; actives lie on both sides; 220,000 compounds, 0.34% hits; in the data active = response below about 60% or above about 140%; inactive = in between;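 also: Galphao activated as the GDP aluminium fluoride complex binding bead-coupled RGS8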
ABCG2 block = inhibitors of human ABCG2 transporter, ABCB1 counter-screen | IgMXP3 cells, JC-1 efflux, flow cytometry | inhibition, % at 6.6 µM | 190,000 compounds, 0.1% hits | AID 1325;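 active = inhibition above 80%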;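 also: 0% = DMSO and 100% = nicardipine control wells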
Target sequence (Q9UNQ0 whole entry, looked up): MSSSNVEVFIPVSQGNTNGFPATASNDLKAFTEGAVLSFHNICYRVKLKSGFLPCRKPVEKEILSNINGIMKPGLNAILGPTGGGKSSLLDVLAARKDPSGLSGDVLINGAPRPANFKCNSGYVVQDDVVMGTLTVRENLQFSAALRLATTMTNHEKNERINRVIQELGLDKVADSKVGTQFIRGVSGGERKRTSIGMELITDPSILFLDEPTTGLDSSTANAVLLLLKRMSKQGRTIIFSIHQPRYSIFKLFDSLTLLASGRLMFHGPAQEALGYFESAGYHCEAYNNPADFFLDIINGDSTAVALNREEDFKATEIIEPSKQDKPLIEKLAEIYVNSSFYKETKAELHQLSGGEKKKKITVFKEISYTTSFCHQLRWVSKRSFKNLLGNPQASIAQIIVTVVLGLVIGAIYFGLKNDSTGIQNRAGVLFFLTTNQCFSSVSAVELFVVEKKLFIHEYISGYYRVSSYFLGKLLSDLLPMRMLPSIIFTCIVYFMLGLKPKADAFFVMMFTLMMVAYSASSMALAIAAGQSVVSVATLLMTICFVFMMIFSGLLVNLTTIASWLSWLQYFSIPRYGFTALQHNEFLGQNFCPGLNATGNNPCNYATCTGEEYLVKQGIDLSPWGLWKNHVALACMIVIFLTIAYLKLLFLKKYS
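Test system: ABCG2 IgMXP3 and barcoded ABCB1 CCRF-Adr cell mix; Schedule: cells with compound and JC-1, 10 min at 25 °C, rotating, no wash; Technique: flow cytometry of retained JC-1 fluorescence; Measure: % inhibition of efflux relative to nicardipine and DMSO; Controls: nicardipine high and DMSO low controls.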
Bcl-2 Bim block = inhibitors of Bim-Bcl-2 interaction, human | inhibition, % at 10 µM | Bead-based flow cytometry, Bim peptide-Bcl-2 binding | P10415 | 190,000 compounds, 0.06% hits; in the data active = inhibition above about 40%; inconclusive = no clear call, values can overlap the other calls;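 also: 0% = no compound wells with probe peptide and 100% = reference peptide inhibitor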
Mcl-1 Bim block = inhibitors of Bim-Mcl-1 interaction, human; 190,000 compounds, 0.1% hits; Q07820; inhibition, % at 10 µM; Bead-based flow cytometry, Bim peptide-Mcl-1 binding;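 also: 0% = no compound tracer wells and 100% = peptide blocker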
ABCB1 block = human ABCB1 inhibition, ABCG2 as counter-screen; P08183; CCRF-Adr cells, JC-1 efflux, flow cytometry; 190,000 compounds, 0.067% hits; inhibition, % at 6.6 µM; in the data active = inhibition above about 40%;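 also: 0% = vehicle and 100% = reference inhibitor; higher value means more JC-1 retained so stronger ABCB1 efflux block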
Numbers without * were called inactive; ? = inconclusive; nt = not tested or not shown. Rule as the data show it, unless noted: active = inhibition above about 40%.

Start of the data: the first two records as a preview:
Structure	Bfl-1 Bim block	RGS4-Gao reg	Bim-Bcl-W	Bcl-B Bim block	Bim-Bcl-XL	RGS7-Gao reg	RGS8-Gao	ABCG2 block	Bcl-2 Bim block	Mcl-1 Bim block	ABCB1 block
Cc1cc(=O)oc2cc(OCC(=O)N3CCc4ccccc4C3)ccc12	-9	99	-1	-3	-4	95	102	5	-8	2	1.9
COc1cc(/C=C/C(=O)c2cccc([N+](=O)[O-])c2)cc(OC)c1OC	14	99	0	-4	-2	102	100	35	2	-3	1.0

The whole of this part, previewed entries included:
Structure	Bfl-1 Bim block	RGS4-Gao reg	Bim-Bcl-W	Bcl-B Bim block	Bim-Bcl-XL	RGS7-Gao reg	RGS8-Gao	ABCG2 block	Bcl-2 Bim block	Mcl-1 Bim block	ABCB1 block
Cc1cc(=O)oc2cc(OCC(=O)N3CCc4ccccc4C3)ccc12	-9	99	-1	-3	-4	95	102	5	-8	2	1.9
COc1cc(/C=C/C(=O)c2cccc([N+](=O)[O-])c2)cc(OC)c1OC	14	99	0	-4	-2	102	100	35	2	-3	1.0
O=c1[nH]c2ccccc2nc1/C=C/c1ccc(Cl)cc1	-1	nt	-4	-8	-1	nt	nt	-2	-1	0	-0.5
O=C(O)CCn1c(CO)nc2ccccc21	0	110	0	0	-3	108	112	1	-1	-1	0.5
COc1ccc(Br)cc1CNC(=O)CCCc1cn(C)c2ccccc12	-1	98	-2	-4	-5	97	99	30	-5	-3	0.6
Cn1ncc2c(Nc3ccccc3Br)ncnc21	-13	106	0	-9	-6	106	105	3	-6	1	0.3
COc1cccc(NC(=O)CNC(=O)c2cccs2)c1	-5	104	-1	-4	-4	103	104	4	-1	1	0.2
COc1ccc(CCN(Cc2cc3cc(C)cc(C)c3nc2Cl)C(=O)C2CC2)cc1	-20	100	0	-13	-8	97	100	2	-11	-5	0.1
CN1C(=S)SC(/[N+]([O-])=C\c2cccs2)C1(C)C (stereo not drawn)	-14	100	-1	-8	-6	100	101	17	-6	0	1.4
CC1CC(C)CN(CC(O)COCCOc2ccc(Br)cc2)C1 (stereo not drawn)	0	103	0	0	-1	102	100	5	1	-1	0.5
CCc1nc(Sc2nc(C)cc(C)n2)c2oc3ccccc3c2n1	-11	104	0	-9	-7	101	104	6	-12	-4	0.9
CC1(C)Cc2nc3sc(C(=O)NCCO)c(N)c3cc2CO1	2	nt	-4	-7	-4	nt	nt	0	12	-2	-0.1
COc1ccc(NC(=O)Nc2ccc(Br)cn2)cc1OC	-11	98	2	-6	-8	106	98	2	-9	0	0.5
CC(C)[C@H](NC(=O)c1ccccc1)C(=O)OCC(=O)N1CCN(C(=O)c2ccco2)CC1	-6	98	0	0	0	98	100	0	0	0	-0.1
COc1ccc(Br)cc1C1CC(=O)N2CN(C)CSC2=C1C#N (stereo not drawn)	12	93	-2	-29	-4	97	86	-1	-7	-5	-0.4
CCOC(=O)C1CSC(CC(=O)Nc2ccc(OCC)cc2)C(=O)N1 (stereo not drawn)	-6	94	-2	-2	-2	98	86	0	-1	-3	-0.2
O=C(Nc1ccccc1C(=O)N1CCOCC1)C1COc2ccccc2O1 (stereo not drawn)	-6	98	2	-4	-6	98	101	1	-4	-2	0.2
CCOC(=O)c1ccc(NC(=O)Nc2cc(C)on2)cc1	-2	98	0	0	-1	101	100	3	0	0	0.0
Cc1ccsc1/C=N\Nc1cn[nH]c(=O)c1Cl	2	90	-7	-4	-5	101	97	5	0	-3	0.1
Cc1cccc(-c2nnc(SCC(=O)Nc3ncccn3)n2C)c1	-7	101	-3	-10	-1	103	102	8	-3	-2	1.3
Cc1nnc(SC2CC(=O)N(c3ccccc3)C2=O)s1 (stereo not drawn)	0	98	-5	-2	-7	98	97	1	7	-3	-0.1
O=C(NCCCN1CCCCCC1)C1CC(=O)N(CCc2ccccc2)C1 (stereo not drawn)	-1	98	-2	-1	-4	100	100	0	-4	-5	0.4
O=C(NC1CC1)C1=NOC(CNc2ncc(C(F)(F)F)cc2Cl)C1 (stereo not drawn)	-1	96	0	-1	1	98	97	2	-1	-2	0.3
Cc1cc(-c2ccccc2)n(-c2ccc(C(=O)N3CCN(c4ncccn4)CC3)cc2)n1	-9	99	0	-4	-3	94	100	5	-7	-1	1.6
CC(C)(/C=N/O)/[N+]([O-])=C/C=[N+](\[O-])C(C)(C)/C=N/O	-8	96	1	-6	-5	94	100	1	-2	1	0.7
C=CCSc1nnc(C)n1-c1ccc(Cl)cc1	-12	99	0	-8	1	99	100	1	-8	-3	0.4
CCCNCc1nnc(-c2ccccc2Cl)o1	0	99	-2	-7	-2	102	103	17	0	-2	1.6
CCC(=O)Nc1ccc2nc(C)n(CC(=O)Nc3ccccc3)c(=O)c2c1	-2	99	0	-2	0	101	99	-1	-2	0	-0.7
C/C(=N\NC(=O)c1c(Cl)c(C)nn1C)c1cccc(NC(=O)COc2ccccc2)c1	4	97	4	4	7	95	89	-6	8	4	-0.7
COc1ccc(/C=C/C=C2\NC(=S)NC2=O)cc1	20	99	16	3	18	103	89	-4	17	14	-1.4
CCCCN1C(=O)C(NC(=O)c2cccnc2)(C(F)(F)F)C2=C1CC(C)(C)CC2=O (stereo not drawn)	0	107	-1	-1	0	104	103	1	-2	-1	0.3
COc1ccccc1NC(=O)c1ccc(-n2cccn2)nc1	-3	98	-2	3	-1	99	99	1	0	3	0.0
CC(=O)c1cccc(NS(=O)(=O)c2ccc(N/C=C\C(=O)c3ccc(F)cc3)cc2)c1	0	98	0	1	0	104	99	0	1	1	0.1
COC(=O)Nc1nc2ccc(Br)cc2s1	-2	101	-1	-10	-4	101	101	5	-1	-1	1.2
O=C(N/N=C/c1ccccc1)c1ccc(N2CCOCC2)c([N+](=O)[O-])c1	0	103	-1	-2	-1	102	101	3	-1	0	0.9
N#Cc1c(N)nc2c3c(sc(=N)c2c1N)NC(=O)CC3c1ccccc1 (stereo not drawn)	4	97	10	11	11	97	100	0	6	6	0.0
Cc1cccc(Nc2nn3c(=O)c4ccccc4nc3s2)c1	-3	94	0	1	1	96	102	0	0	1	-0.3
COc1ccc(OCC(=O)NNC(=O)C2CCCO2)cc1 (stereo not drawn)	-3	97	-2	-7	-6	99	100	7	-2	-4	0.5
O=C(COc1ccc(Cl)cc1)Nc1ccc2c(c1)CCC2	-15	103	-2	-3	-3	103	100	4	-13	-5	0.9
COc1ccc(NC(=O)N2CCCCCC2)cc1	-4	103	-3	-3	-2	?	104	0	1	-2	0.3
COc1ccc(CC(=O)c2ccc(OC)c(OC)c2)cc1	1	96	0	2	0	96	89	30	4	2	13
COc1ccc(/C=N/Nc2nc3ccccc3s2)cc1O	-4	102	1	-4	0	105	101	22	-3	0	0.8
O=c1c2c(-c3cccs3)csc2ncn1-c1ccccc1	-1	101	-1	-3	-4	102	101	2	-2	-3	0.1
CN(C(=O)Nc1ccc(Cl)cc1Cl)[C@H]1c2cc(Br)ccc2OC[C@H]1CO	-10	105	2	-13	-4	103	100	4	-12	-6	0.5
COc1cc([N+](=O)[O-])ccc1NC(=O)Nc1nc2c(s1)CCCC2	-2	101	-10	-10	-10	102	103	3	-5	-5	-0.5
COc1ncccc1-c1nnn(-c2ccc(C)cc2)n1	0	85	2	-3	2	87	91	2	-1	4	0.4
CCOC(=O)c1sc(NC(=O)CCCn2nc([N+](=O)[O-])cc2C)c(C(=O)OCC)c1C	2	103	0	-3	-1	99	103	13	1	3	27
O=C1C2C3C=CC([C@@H]2C(=O)N1C1CC1)[C@H]1C(=O)N(C2CC2)C(=O)C31 (stereo partly drawn)	-2	105	0	-4	-4	101	101	0	-3	-5	0.1
COc1cc(SC)ccc1C(=O)Nc1nccs1	-1	100	3	0	1	98	99	7	-1	3	0.5
C=CCn1c(SCC(=O)NCc2ccc3c(c2)OCO3)nc2scc(-c3ccccc3)c2c1=O	-1	96	-1	-1	-4	97	99	3	-2	-1	1.4
COc1cc(NC(=O)CS(=O)(=O)c2ccccc2)cc(OC)c1OC	-1	109	-4	-1	-4	105	104	6	-5	-3	0.9
Cc1ccc(S(=O)(=O)N2CCOCC2)cc1NC(=O)COC(=O)CNC(=O)c1ccccc1	-2	103	-2	-4	-3	99	99	-2	-2	-2	0.0
CC(=O)Nc1cccc(Oc2ccc3c(c2)C(=O)N(CCC(=O)O)C3=O)c1	-1	96	-2	-1	-5	95	101	9	8	-3	0.2
CCN(C(=O)c1cnc(N2CCN(c3ncccn3)CC2)c2ccccc12)c1cccc(Cl)c1	-4	97	-5	-6	-5	98	99	0	-2	-2	1.2
O=C(Cn1cnc2c(oc3ccccc32)c1=O)c1ccccc1	-11	106	1	-4	-4	107	104	6	-6	0	1.2
CCOc1ccc(Br)cc1S(=O)(=O)N1CC(C)OC(C)C1 (stereo not drawn)	-9	104	-3	-10	-6	104	104	11	-12	-7	1.4
Cc1c(Cl)cccc1NC(=S)NCCc1ccc(C(F)(F)F)cc1	-4	99	-1	-2	-1	101	101	4	-4	2	0.1

Assay outcomes as filed in PubChem.
